Screening results (PubChem)
Pol kappa inh = inhibitors of human DNA polymerase kappa; purified Pol kappa, fluorescent DNA synthesis assay, 10 min; 0.53% of 400,000 active; Potency, µM (top dose mostly 107 µM), for the others: top-dose activity, negative = inhibition, usual class: inhibitors; AID 588579; Q9UBT6; note: potency is the fitted concentration of half-maximal effect; % is set by controls: 0 for no effect and ±100 for the full control effect
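Here, compound and 10 nM enzyme are combined for 15 min at room temperature; adding 50 nM substrate (final) starts DNA synthesis, tracked by fluorescence at 0 and 10 min against buffer-only wells.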
BLM inh = inhibitors of human Bloom syndrome helicase BLM; P54132; recombinant BLM DNA unwinding, fluorescence dequenching; Potency, µM (highest dose often 56.1 µM), for the others: top-dose activity change, negative = inhibition, usual class: inhibitors; 0.2% of 350,000 active;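 note: potency is the fitted concentration of half-maximal effect; plate controls were vehicle for no effect and no enzyme for full effect; nearly all actives have a fitted effect of over 35% in size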
POLB inh = inhibitors of human DNA polymerase beta. P06746. Pol beta primer extension/strand displacement, fluorescence kinetic. Potency, µM (top dose mostly 114 µM), inactives show at the top dose activity change, negative = inhibition, most hits filed as inhibitors. 1.3% of 340,000 active; note: potency is the fitted concentration of half-maximal effect; % is set by controls: 0 for no effect and ±100 for the full control effect
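Values derive from four-parameter Hill fits of normalized kinetic data: reads at 0 and 10 min following addition of 50 nM substrate to 10 nM Pol beta preincubated 15 min with compound.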
POLI inh = inhibitors of human DNA polymerase iota; Q9UNA4; Pol iota fluorescent replication assay, 10 min; Potency, µM (series often up to 115 µM), for inactives: at the highest dose activity, negative = inhibition, most hits filed as inhibitors; 1% of 390,000 active; note: potency is the fitted concentration of half-maximal effect
Target sequence (Q9UNA4 whole entry, looked up): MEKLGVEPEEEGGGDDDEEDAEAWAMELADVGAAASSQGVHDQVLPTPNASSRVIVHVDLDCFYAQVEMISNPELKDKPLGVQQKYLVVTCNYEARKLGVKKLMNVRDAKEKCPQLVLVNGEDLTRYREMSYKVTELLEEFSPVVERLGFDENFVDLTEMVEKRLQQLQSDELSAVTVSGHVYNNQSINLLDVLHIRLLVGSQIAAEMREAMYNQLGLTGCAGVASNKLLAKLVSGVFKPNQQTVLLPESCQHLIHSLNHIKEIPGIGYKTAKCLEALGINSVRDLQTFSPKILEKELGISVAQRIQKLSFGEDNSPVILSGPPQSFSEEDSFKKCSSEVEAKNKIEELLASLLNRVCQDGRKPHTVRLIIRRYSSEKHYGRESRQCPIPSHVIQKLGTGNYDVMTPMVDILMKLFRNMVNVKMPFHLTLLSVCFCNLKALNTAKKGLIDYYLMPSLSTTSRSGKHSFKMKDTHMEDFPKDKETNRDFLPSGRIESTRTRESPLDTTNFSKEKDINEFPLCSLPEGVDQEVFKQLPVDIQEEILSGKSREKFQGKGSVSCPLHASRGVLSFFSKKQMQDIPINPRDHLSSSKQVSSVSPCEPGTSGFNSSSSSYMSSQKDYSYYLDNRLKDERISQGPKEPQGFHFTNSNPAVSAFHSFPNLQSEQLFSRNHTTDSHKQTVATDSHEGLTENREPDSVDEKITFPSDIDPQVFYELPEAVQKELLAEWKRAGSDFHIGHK
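Fluorescent replication assay read twice, at 0 min and 10 min after adding 50 nM (final) substrate. Enzyme (10 nM) and compounds were first incubated 15 min at room temperature; enzyme-free buffer wells were negative controls.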
APE1 inh = inhibitors of human APE1 endonuclease; P27695; recombinant APE1, TAMRA/BHQ-2 abasic DNA cleavage fluorescence; Potency, µM (top dose mostly 65.8 µM), for the others: at the top dose activity change, negative = inhibition, actives largely listed as inhibitors; 0.35% of 350,000 active; AID 2517;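 note: potency is the fitted concentration of half-maximal effect; plate controls were vehicle for no effect and reference inhibitor for full effect; nearly all actives have a fitted effect of over 55% in size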
Target sequence (P27695 whole entry, looked up): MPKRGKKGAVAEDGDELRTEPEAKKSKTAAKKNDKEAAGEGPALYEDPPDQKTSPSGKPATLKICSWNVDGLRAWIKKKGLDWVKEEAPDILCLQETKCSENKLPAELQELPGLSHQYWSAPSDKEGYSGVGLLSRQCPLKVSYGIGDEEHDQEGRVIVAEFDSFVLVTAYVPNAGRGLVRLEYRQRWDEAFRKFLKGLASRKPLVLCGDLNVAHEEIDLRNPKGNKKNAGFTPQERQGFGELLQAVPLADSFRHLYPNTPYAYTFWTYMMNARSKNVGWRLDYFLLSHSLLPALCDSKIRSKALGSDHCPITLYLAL
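Substrate: short duplex with […] THF abasic site, 5'-TAMRA and 3'-BHQ-2, 50 nM final. APE1 at 0.75 nM, preincubated 15 min RT with compound. Fluorescence increase from first to third read measured activity.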
ERG-DNA inh = blocks human ERG Ets domain binding to DNA; Potency, µM (series often up to 76.9 µM), without a hit: top-dose FP activity, negative = inhibition, actives largely listed as inhibitors; fluorescence polarization, His-ERG Ets domain / labelled DNA; P11308; 0.028% of 370,000 active; active = well fitted inhibition curve with a large enough effect in the polarisation, with a control signal flat; inconclusive = small, poorly fitted or top-dose-only effect, or effect the other way, or a change in a side signal; inactive = no such curve, though single readings can be large or run the other way; the % refers to the polarisation;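 note: polarization taken with two DNA probes labelled with fluorescein and Texas red; potency is the fitted concentration of half-maximal effect; % of control where 0% means no effect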
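His-tagged ERG Ets domain (1 uM in the protein solution; 300mM KCl, 50mM Tris-HCl, 1mM EDTA, 1mM DTT, pH 7.5) received compound, then a probe mix of 5 nM fluorescein-DNA and 100nM Texas-615-DNA. Fluorescence polarization was read for both dyes.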
Anesthetic bind = binds horse apoferritin like a general anesthetic; P02791; 0.074% of 350,000 active; Potency, µM (highest dose often 77.5 µM), without a hit: top-dose activity change, negative = displacement, actives largely listed as inhibitors; apoferritin/1-aminoanthracene competitive binding, fluorescence; note: potency is the fitted concentration of half-maximal effect; % is set by controls: 0 for no effect and ±100 for the full control effect; nearly all actives have a fitted effect of over 20% in size
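Concentration-response curves derived by four-parameter Hill fitting of normalized fluorescence, where compounds displaced 1-AMA from 10 uM horse apoferritin following a brief 10 min room-temperature incubation; propofol titration acted as positive control.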
ALOX12 inh = inhibitors of human 12S-lipoxygenase ALOX12; P18054; purified 12hLO, xylenol orange hydroperoxide absorbance; Potency, µM (top dose mostly 108 µM), without a hit: at the highest dose activity change, negative = inhibition, actives largely listed as inhibitors; 1.1% of 580,000 active; note: potency is the fitted concentration of half-maximal effect; % is set by controls: 0 for no effect and ±100 for the full control effect
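Purified human 12hLO at 150 nM in 25 mM Hepes, 0.01% Triton X-100, pH 7.0, preincubated 15 min at room temperature with compound. Reaction started with 40 uM arachidonic acid, 30 min at room temperature. Hydroperoxide measured by Fe-xylenol orange, 573/405 nm absorbance ratio.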
TRHR ag = activates the human TRH receptor; 0.18% of 360,000 active; activation, % at 2 µM; TRHR cells, calcium flux fluo-8, FDSS agonist mode; P34981; in the data active = activation above about 30%; note: 0% is about no effect
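In this calcium-flux screen, cells bearing human TRHR are dye-loaded with fluo-8, baselined for 10 cycles, then exposed to library compounds; positive kinetic calcium responses during the agonist phase mark hits, with TRH as control.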
* marks the source's active call; other numbers are inactive results; i = inactive; ? = inconclusive; . = not tested or not shown; & = joins results of further samples; [ ] = dose if it differs, or a comment. Unless noted, calls come from the whole dose curve; as a rule, active = well fitted curve in the direction sought with a large enough effect; inconclusive = small, poorly fitted or top-dose-only effect, or another doubt; inactive = no such curve, though single readings can be large; an effect the other way counts as inactive or inconclusive. Some of the compounds tested; rates above refer to the full screens.

SMILES	Pol kappa inh	BLM inh	POLB inh	POLI inh	APE1 inh	ERG-DNA inh	Anesthetic bind	ALOX12 inh	TRHR ag
COc1ccc(C(=O)OCC(=O)N2CCCCC2)cc1[N+](=O)[O-]	-1%	1%	7%	27%	-5%	3%	?	-13%	1.5
COC(=O)C(C)N1C(=O)S/C(=C/c2cc(C)n(C(C)C)c2C)C1=O (centres undefined)	-2%	-10%	1%	14%	-2%	-6%	?	?	0.0
Cc1ccc(C(=O)CN(C(=O)c2ccc(Cl)cc2)N2C(=O)CCC2=O)cc1	-2%	-1%	26%	46%[activator]	-3%	-3%	-21%	9%	0.2
O=C(CSc1nc2c([nH]c3ccccc32)c(=O)n1-c1ccccc1)N1CCc2ccccc21	-4%[60.1 µM]	-3%	8%	7%	.	-3%	5%	-18%	0.5
O=C1CC(c2nc3ccccc3[nH]2)CN1c1ccccc1 (centres undefined)	-10%	-2%	6%	4%	-4%	3%	11%	-20%	-0.8
COC(=O)c1[nH]c(C)c(/C(O)=C2\C(=O)C(=O)N(CCN(C)C)C2c2ccccc2OC)c1C (centres undefined)	-5%	1%	17%	3%	-1%	8%	-2%	?	0.4
Cc1cc(OCC(=O)OCC(=O)c2c(N)n(C)c(=O)n(C)c2=O)ccc1Cl	-8%	.	.	-13%	-3%	.	.	1%	0.0
COc1ccccc1CNC(=O)c1cc2cccc3c2n1CC(C)S3 (centres undefined)	-5%	-14%	10%	-20%	.	0%	49%[activator]	-27%	-0.6
CC(C)[C@H](CN1CCC[C@H]1CN1C(N)=NC[C@H]1C(C)C)N1C[C@@H](Cc2ccccc2)N(CCCC2CCCC2)C1=N	-9%	.	.	1%	8%	-11%	.	.	.
COc1cccc(C2=CC(c3ccccc3F)n3ncc(C(=O)Nc4ccc(F)cc4)c3N2)c1 (centres undefined)	-6%	-7%	-8%	-10%	.	9%	-7%	-1%	2.0
Cc1cc(NC(=O)CCC(=O)N(Cc2ccco2)C2(C(=O)NC3CCCC3)CCCCC2)no1	3%	0%	25%	137%[activator]	5%	-23%	-3%	6%	0.2
Cc1ccc(N2CC(NC(=O)c3cccc(Cl)c3)CC2=O)cc1C (centres undefined)	-6%[60.1 µM]	0%	-1%	21%	.	-5%	-16%	-29%	-0.3
O=C(COC(=O)c1cccc(-n2cnnn2)c1)Nc1c(Cl)cccc1C(F)(F)F	-20%	-7%	32%	-10%	-21%	-5%	-13%	5%	0.2
COc1cc(NC(=O)C2=CC(c3cccs3)=NS(=O)(=O)N2C)cc(OC)c1OC	1%	-6%	-2%	-13%	35%[activator]	-4%	?	326%[activator]	-1.0
Nc1nn(-c2cccc(F)n2)cc1-c1ccc(Cl)cc1	7%	0%	2%	27%	-3%	-7%	0%	-3%	0.9
CC1(C)CC(=O)C=C(NNC(=O)c2ccc(N)cc2)C1	-15%	4%	-26%	3%	2%	-1%	5%	-16%	0.3
CN(C(=O)C1CCCN1S(=O)(=O)c1ccc(Cl)cc1)c1ccccc1 (centres undefined)	-3%	.	.	9%	-6%	-5%	.	-14%	0.1
Cc1ccnc(NC(=O)CCC(=O)N(CC(=O)NCc2ccc(F)cc2)c2ccc(F)cc2)c1	-10%	-4%	-3%	123%[activator]	46%[activator]	10%	-3%	-11%	-0.1
O=C(Nc1cc([N+](=O)[O-])ccc1F)c1ccc2ccccc2c1	-3%	-5%	2%	94%[activator]	18%	-10%	6%	12%	0.6
CC1CCCC(NC(=O)COC(=O)[C@@H](NC(=O)c2ccc(F)cc2)C(C)C)C1C (some centres undefined)	-18%	.	.	109%[activator]	8%	5%	.	0%	.
COc1ccc(CCn2c(C)ccc2C)cc1OC	.	-1%	-1%	.	0%	.	0%	.	2.1
O=C(Cc1ccccc1)Nc1c(Cl)ccc2nsnc12	-6%	-2%	-9%	18%	2%	9%	-10%	i	-0.9
CCOC(=O)Cc1csc(NC(NC(=O)OCC)(C(=O)OCC)C(F)(F)F)n1 (centres undefined)	-8%	.	.	7%	.	-5%	.	0%	.
COc1ccc(Cl)cc1NC(=O)CN(C)CC(=O)N(CC(C)C)c1c(N)n(CC(C)C)c(=O)[nH]c1=O	-9%	.	.	25%	27%	-6%	.	175%[activator]	.
COC(=O)c1ccc(C(=O)Nc2nc3cc(N)c(C)cc3s2)cc1	-2%	-3%	19%	18%	22%	12%	-13%	7%	0.5
CCCOc1ccc(N2C(=O)C3ON(c4ccccc4)C(c4ccc(O)c(OC)c4)C3C2=O)cc1 (centres undefined)	-23%	-8%	-13%	9%	-4%	12%	?	7%	0.8
Cc1sc(NC(=O)/C=C/C(=O)O)c(C(N)=O)c1-c1ccc(C(C)(C)C)cc1	-8%	-1%	5%	-10%	-2%	-1%	-9%	?	0.0
Cc1ccc(C)c(N2CCN(C(=O)CN3C(=O)COc4ccc(S(=O)(=O)N5CCCCCC5)cc43)CC2)c1	-9%	-3%	3%	17%	.	-8%	-12%	-10%	-1.5
COC(=O)c1ccc(OC(=O)c2ccc(OC)cc2)c(OC)c1	-9%	-4%	9%	-11%	14%	-4%	-8%	4%	0.4
Cc1ccc(NC(=O)CSc2n[nH]c(-c3ccco3)n2)cc1	5%	-5%	-13%	185%[activator]	3%	12%	?	0%	-0.7
O=[N+]([O-])c1ccc(N2CCN(CCO)CC2)cc1Sc1ccccn1	-7%	3%	-8%	63%[activator]	-2%	-3%	-17%	-7%	0.0
Cc1csc2nc(O)c(C(=O)NCCCc3ccccc3)c(=O)n12	-7%	.	.	62%[activator]	5%	-5%	.	-7%	-0.6
C=CCOC(=O)C1=C(C)NC(C)=C(C(=O)OCC=C)C1c1cn(-c2ccccc2)nc1-c1ccco1	-13%	1%	5%	22%	-1%	43%[activator]	58%[activator]	-10%	-0.4
CCOC(=O)c1cc(C(=O)Nc2ccccc2F)nn1C	-2%	1%	15%	-3%	1%	1%	-4%	2%	-0.1
CC(C(=O)N1CCCc2ccccc21)N1C(=O)c2ccccc2C1=O (centres undefined)	-11%	1%	-6%	-4%	3%	-14%	-8%	-10%	0.6
CCCCCCCC/C=C\CCCCCCCC(=O)OCC(CO)OC(=O)CCCCCCC/C=C\CCCCCCCC (centres undefined)	-9%[19.4 µM]	2%	.	.	2%&1%	.	-14%	0%[12.5 µM]	.
O=C(NCCCN1CCCC1=O)c1cccs1	-4%	0%	41%	20%	13%	1%	5%	-13%	0.3
Cc1c(Cl)ccc2sc(NC(=O)CN3C(=O)c4ccccc4C3=O)nc12	-4%	6%	12%	33%[activator]	14%	-4%	3%	25%	0.4
O=C(COC(=O)c1cc(=O)[nH]c2ccc(Br)cc12)c1ccccc1	-3%	-6%	32%	23%	?	-1%	-12%	-2%	-2.4
COc1ccc(NC(=O)Cn2nnc(C(=O)NCc3ccccc3Cl)c2N)cc1Cl	0%	-2%	19%	?	.	0%	-6%	-11%	0.4
O=C(Nc1ccc(Cl)cc1F)C1CCCN(C2=NS(=O)(=O)c3ccccc32)C1 (centres undefined)	-7%	.	.	14%	-1%	2%	.	-13%	0.0
Cc1noc(C)c1COc1ccccc1C(=O)Nc1ccc(C(N)=O)cc1	-7%	.	.	13%	-8%	-6%	.	1%	-0.5
CC(C(=O)NCc1ccco1)n1cc(C(=O)c2ccco2)c2ccccc21 (centres undefined)	1%	0%	26%	-5%	8%	7%	-4%	-1%	-0.9
CC(=O)c1cccc(NC(=O)c2ccccc2OCc2ccc(F)cc2)c1	-13%	-5%	2%	10%	39%	9%	-17%	-3%	1.1
COc1ccc(NC(=S)NC(C)c2ccncc2)cc1OC (centres undefined)	-2%	-4%	60%[activator]	?	15%	0%	-6%	8%	0.2

Compound profiles, from the list above. Order of values: Pol kappa inh	BLM inh	POLB inh	POLI inh	APE1 inh	ERG-DNA inh	Anesthetic bind	ALOX12 inh	TRHR ag
Cc1c(Cl)ccc2sc(NC(=O)CN3C(=O)c4ccccc4C3=O)nc12 is listed as -4%	6%	12%	33%[activator]	14%	-4%	3%	25%	0.4
CCOC(=O)c1cc(C(=O)Nc2ccccc2F)nn1C is listed as -2%	1%	15%	-3%	1%	1%	-4%	2%	-0.1
O=C(NCCCN1CCCC1=O)c1cccs1 is listed as -4%	0%	41%	20%	13%	1%	5%	-13%	0.3

Later entries.
SMILES	Pol kappa inh	BLM inh	POLB inh	POLI inh	APE1 inh	ERG-DNA inh	Anesthetic bind	ALOX12 inh	TRHR ag
CC(C(=O)NCc1ccc(F)cc1)c1ccc([N+](=O)[O-])cc1 (centres undefined)	9%	3%	9%	29%	-1%	-1%	-7%	-5%	-0.1
CCCCNC(=O)c1cc(S(=O)(=O)N2CCCCC2)oc1C	-17%	-4%	-18%	16%	28%	-5%	-8%	3%	-0.7
O=C(Oc1ccccc1)N1CCC2(CC1)CN(c1ccncc1)C2	-11%[60.1 µM]	4%	.	.	4%	.	.	?	.
C/C(N)=C(/C#N)C(=O)CSc1nc2ccccc2c(=O)n1-c1ccccc1C	-14%	-4%	-23%	-9%	0%	4%	3%	-3%	-0.4
COc1cccc2c(C)nc(Nc3nc(CSc4nnc(C)s4)cc(=O)[nH]3)nc12	-8%	-2%	-1%	?	2%	5%	-2%	37%[activator]	0.5
CC(=O)NC12CC3CC(C1)CC(C(=O)Nc1cccc(S(=O)(=O)N4CCCCCC4)c1)(C3)C2	-7%	.	.	20%	.	-6%	.	?	.
CC(=O)OCc1c(-c2ccccc2)c2cc([N+](=O)[O-])ccc2n1C	-20%	-9%	-4%	8%	-10%	3%	-15%	0%	0.3
O=C(NCCc1ccccc1)C(=O)NCC1CCCN1S(=O)(=O)c1ccccc1 (centres undefined)	-1%	.	.	19%	13%	3%	.	?	-0.4
COc1ccc(-n2nc(C(=O)NCC(=O)N3CCC(C(N)=O)CC3)c3ccccc3c2=O)cc1OC	-4%	-2%	5%	36%[activator]	23%	3%	-5%	1%	0.6
